Neddyl block: blocks human cullin neddylation; TR-FRET cullin neddylation, biochemical; calls only at 25 µM; 360,000 tested, 0.58% active; AID 651699; in the data active = inhibition above about 36%
STEP inh: STEP (human) phosphatase inhibition | P54829 | recombinant STEP, OMFP fluorogenic substrate, fluorescence | inhibition, % at 20 µM | 360,000 tested, 0.25% active | AID 588621;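 active = inhibition at 20 µM, scaled per plate between control wells, above about 37%, limit read from the data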;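 note: 0% = DMSO with enzyme and substrate and 100% = substrate only without enzyme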
Target sequence (P54829 whole entry, looked up): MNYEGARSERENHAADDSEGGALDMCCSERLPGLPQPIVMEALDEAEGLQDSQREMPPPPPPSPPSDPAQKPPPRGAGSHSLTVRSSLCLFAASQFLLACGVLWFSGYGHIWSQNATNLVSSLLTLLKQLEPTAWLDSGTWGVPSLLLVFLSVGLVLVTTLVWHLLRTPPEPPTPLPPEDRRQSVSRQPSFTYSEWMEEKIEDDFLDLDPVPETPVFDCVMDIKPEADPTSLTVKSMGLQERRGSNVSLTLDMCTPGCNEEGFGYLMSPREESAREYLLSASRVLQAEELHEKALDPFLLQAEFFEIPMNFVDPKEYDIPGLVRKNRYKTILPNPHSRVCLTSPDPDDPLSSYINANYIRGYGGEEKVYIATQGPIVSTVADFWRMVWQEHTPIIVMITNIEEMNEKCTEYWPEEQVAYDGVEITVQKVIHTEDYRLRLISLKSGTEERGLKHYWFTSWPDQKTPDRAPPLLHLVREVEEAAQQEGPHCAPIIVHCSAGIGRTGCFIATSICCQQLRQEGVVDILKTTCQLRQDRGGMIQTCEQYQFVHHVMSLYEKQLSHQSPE
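Assay system: isolated STEP enzyme. Buffer or medium: pH 6.0 Bis-Tris with DTT and Tween 20. Also added: fluorogenic phosphatase substrate OMFP at 25 µM final. Dosing: 20 µM, 1% DMSO. Timing: 20 min reaction, room temperature, in the dark. Measured by: fluorescence intensity, excitation 480 nm, emission 540 nm. Evaluation: normalized % inhibition.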
CSN deneddyl inh: inhibitors of human CSN-mediated cullin deneddylation; inhibition, % at 12.5 µM; Purified CSN, SCF-Nedd8-OG deneddylation, fluorescence polarization; Q92905; 360,000 tested, 0.38% active;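 active = pattern-corrected inhibition above about 35%, with an unprinted fluorescence ratio check between 0.5 and 1.5, limit read from the data, passing the limit was not always enough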;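 note: 0% = enzyme with substrate and 100% = substrate without enzyme; some results filed as inactive read as strong as hits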
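Assay system: HEK293T-derived human Csn5 enzyme; quantity: 0.24 nM enzyme; medium: Tris/NaCl/DTT buffer, pH 7.5; also added: substrate SCFSkp2-Nedd8OG, 10 nM; doses: 12.5 µM compound; schedule: 90 min reaction at room temperature; signal: FP; read-out: % inhibition of substrate cleavage by Csn5; benchmarks: substrate-only high control, full reaction low control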
DNMT1 inh: blocks human DNA methyltransferase DNMT1. inhibition (reported as % activation of signal), % at 10 µM. 360,000 tested, 0.83% active. P26358. DNMT1 molecular beacon, Hinp1I cleavage, fluorescence. AID 588458; in the data active = inhibition above about 50%
Scp1 inh: blocks human Scp-1 phosphatase activity | Q9GZU7 | inhibition, % at 20 µM | Recombinant Scp1, phosphopeptide, malachite green phosphate absorbance | 340,000 tested, 0.88% active;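 active = inhibition above about 50% at 20 µM, limit read from the data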;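 note: plate controls were DMSO wells with enzyme for no effect and wells lacking enzyme for full effect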
Target sequence (Q9GZU7 76-261 limits assumed): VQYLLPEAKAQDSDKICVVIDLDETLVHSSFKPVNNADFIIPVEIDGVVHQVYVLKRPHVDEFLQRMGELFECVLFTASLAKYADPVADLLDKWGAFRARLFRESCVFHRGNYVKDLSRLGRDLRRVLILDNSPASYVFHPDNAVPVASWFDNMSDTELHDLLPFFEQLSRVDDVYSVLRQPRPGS
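System: SCP-1 catalytic domain; Reagent: Phospho 17-mer peptide substrate; Doses: one concentration, 20 µM, with 1.0% DMSO; Incubation: 45 min room-temperature reaction, 5 min colour, 30 min stabiliser; Signal: Phosphate-binding colour reagent, absorbance read at 630 nm.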
Rin1-Abl PPI inh: blocks binding of human Rin1 to Abl. P00519+Q13671. TR-FRET Rin1/Abl binding, biochemical. inhibition, % at 7.35 µM. 360,000 tested, 0.4% active. AID 588664; in the data active = inhibition above about 5%, passing the limit was not always enough
Rpn11 inh: Rpn11 (human) deubiquitinase inhibition | AID 588493 | calls only at 20 µM | human 26S proteasome, Ub4-pepOG fluorescence polarization; 20S core pre-blocked with epoxomicin | 360,000 tested, 0.59% active | O00487;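 active = inhibition at 20 µM, scaled to each plate's controls, above about 33%, limit read from the data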
LMPTP inh: blocks human LMPTP phosphatase; recombinant LMPTP-A, OMFP fluorogenic substrate, fluorescence intensity; inhibition, % at 20 µM; 360,000 tested, 0.22% active; AID 651560;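 active = compounds that cut the enzyme signal by at least half of the control window in the single-dose screen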;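 note: plate controls were DMSO wells with enzyme plus substrate for no effect and substrate without enzyme for full effect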
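test system = LMPTP-A | amount = 0.625 nM LMPTP-A final | reagent = fluorogenic phosphatase substrate OMFP at 400 µM final | incubation = 50 min at room temperature | benchmarks = no-enzyme low control, uninhibited high control | medium = Bis-Tris pH 6.0, DTT, detergent | signal = fluorescence intensity of OMFP turnover product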
SUMO1-SIM PPI: SUMO1-SIM interaction modulation; P63165; SUMO1 binding to a labelled peptide, TR-FRET, 1 h; inhibition, % at 20 µM; 360,000 tested, 0.33% active; in the data active = inhibition above about 37%
Target sequence (P63165 whole entry, looked up): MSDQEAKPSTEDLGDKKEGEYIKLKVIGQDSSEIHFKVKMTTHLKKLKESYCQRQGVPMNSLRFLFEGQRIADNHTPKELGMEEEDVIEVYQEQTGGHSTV
NadD block: blocks S. aureus nicotinate mononucleotide adenylyltransferase; purified NadD enzyme, colorimetric absorbance read-out; inhibition, % at 20 µM; 360,000 tested, 0.78% active; AID 602399; in the data active = inhibition above about 26%; note: some compounds past the cut are filed as inactive
An asterisk follows results filed as active; i = inactive; nt = no result given; + = active, no number.

SMILES	Neddyl block	STEP inh	CSN deneddyl inh	DNMT1 inh	Scp1 inh	Rin1-Abl PPI inh	Rpn11 inh	LMPTP inh	SUMO1-SIM PPI	NadD block
CCN(CC)Cc1cc(C(=O)O)c(-c2ccccc2)o1	i	0	-6	8	-4	2	i	3.4	-4	-2
CC(C)(C)NC(=O)C(=O)NNC(=O)C12CC3CC(CC(C3)C1)C2	i	-5	-2	5	-4	1	i	-2.0	0	6
CC(=O)C1=C(O)C(=O)N(Cc2ccccc2)C1c1ccc(Br)cc1 (stereo not drawn)	i	0	-4	0	-19	2	i	-0.1	-2	5
COc1cc(CNCCO)cc(Br)c1OCc1ccccc1	i	1	-1	2	-16	1	i	0.3	-6	-6
CC(Cc1ccccc1)NC(=O)/C=C/c1ccc([N+](=O)[O-])cc1 (stereo not drawn)	i	3	0	4	-18	0	i	-0.1	-19	-1
COc1ccccc1N/N=C/c1c(CO)cnc(C)c1O	i	2	3	-8	2	-2	i	4.3	-14	-5
CCOC(=O)C(NC(=O)c1cccnc1)(Nc1cccc(C)n1)C(F)(F)F (stereo not drawn)	i	0	-2	3	-6	0	i	-0.5	-3	9
Cc1ccc(S(=O)(=O)Oc2ccc(/C=N/NC(=O)c3nn(C)cc3[N+](=O)[O-])cc2)cc1	i	-1	0	-9	-10	0	i	-0.3	-21	-3
CC(C)(C)C(=O)CC(=O)Nc1ccc(Cl)c(N)c1	i	2	1	1	-8	-4	i	-0.7	0	6
CCSc1nnc(NC(=O)CN(C)S(=O)(=O)c2ccc(F)cc2)s1	i	0	0	-1	-5	4	i	0.5	1	2
CCc1ccc(OCCCC(=O)O)c(Br)c1	i	2	1	1	-5	-2	i	-0.5	1	-4
COC(=O)c1ccc(C(=O)N(CCN(C)C)c2nc3c(Cl)cccc3s2)cc1	i	4	1	0	-9	2	i	-1.9	1	-4
O=C(Nc1ccccc1C(=O)NCc1ccco1)NC1CCCCC1	i	0	1	-1	-10	-3	i	-2.9	-1	-7
NNC(=O)CN1C(=O)Nc2ccc(Cl)cc2C1c1ccccc1 (stereo not drawn)	i	-1	0	-1	-13	-4	i	-0.1	-2	1
Cc1ccc(CN(C(=O)c2csnn2)C(C(=O)NC2CCCC2)c2ccccn2)cc1 (stereo not drawn)	i	1	-6	3	-1	2	+	-1.6	-1	2
CCc1cccc(NC(=O)CCSCCC(=O)Nc2cccc(CC)c2)c1	i	-1	0	0	-13	0	i	2.0	-3	-14
Cc1cnc(C(=O)Nc2ccc(C)c(S(=O)(=O)N3CCCCCC3)c2)cn1	i	-2	-4	3	7	0	i	-0.4	8	1
CC1(C)NC(=O)N(CC(=O)Nc2ccc(-c3ccccc3)cc2)C1=O	i	-3	3	35	nt	1	i	-1.0	5	-1
COc1cccc(CN(C)C(=O)c2cccnc2SC)c1OC	i	-1	-2	3	2	4	i	-0.6	-2	-8
COc1ccc(Cl)cc1NC(=O)CN(C)C(=O)CCCNC(=O)c1ccc(Cl)cc1	i	-1	-1	-3	10	0	i	0.8	-1	-1

Random excerpt: four records from the list
SMILES	Neddyl block	STEP inh	CSN deneddyl inh	DNMT1 inh	Scp1 inh	Rin1-Abl PPI inh	Rpn11 inh	LMPTP inh	SUMO1-SIM PPI	NadD block
CC(C)(C)C(=O)CC(=O)Nc1ccc(Cl)c(N)c1	i	2	1	1	-8	-4	i	-0.7	0	6
CCc1cccc(NC(=O)CCSCCC(=O)Nc2cccc(CC)c2)c1	i	-1	0	0	-13	0	i	2.0	-3	-14
COc1ccccc1N/N=C/c1c(CO)cnc(C)c1O	i	2	3	-8	2	-2	i	4.3	-14	-5
CC(=O)C1=C(O)C(=O)N(Cc2ccccc2)C1c1ccc(Br)cc1 (stereo not drawn)	i	0	-4	0	-19	2	i	-0.1	-2	5

The main list resumes, starting 2 compounds before the break.
SMILES	Neddyl block	STEP inh	CSN deneddyl inh	DNMT1 inh	Scp1 inh	Rin1-Abl PPI inh	Rpn11 inh	LMPTP inh	SUMO1-SIM PPI	NadD block
COc1cccc(CN(C)C(=O)c2cccnc2SC)c1OC	i	-1	-2	3	2	4	i	-0.6	-2	-8
COc1ccc(Cl)cc1NC(=O)CN(C)C(=O)CCCNC(=O)c1ccc(Cl)cc1	i	-1	-1	-3	10	0	i	0.8	-1	-1
Cc1ccc(S(=O)(=O)NNC(=O)C23CCC(CC2)C3)cc1	i	1	-3	1	nt	-6	i	0.0	-3	-2
COc1ccc(CNC(=O)C2CC(=O)N(c3ccc(OCC(=O)N4CCCCC4)cc3)C2)cc1 (stereo not drawn)	i	0	-2	1	3	2	i	0.0	-6	6
COc1ccc(C(=O)Nc2ccc(C(=O)Nc3nccs3)cc2)cc1[N+](=O)[O-]	i	0	-3	-8	-8	-3	i	3.3	54*	2
Cc1ccc(NC(=S)NNc2ccc([N+](=O)[O-])cc2S(=O)(=O)Nc2ccccc2C(=O)O)cc1C	i	6	0	-22	4	3	i	5.1	7	13
Cc1ccsc1/C=C(\C#N)C(=O)NC1CCS(=O)(=O)C1 (stereo not drawn)	i	1	5	-6	2	0	i	0.7	-21	5
O=C(NCC1(c2ccccc2)CCCC1)C(=O)NCC1(c2ccccc2)CCCC1	i	1	1	3	-14	-4	i	1.5	2	9
COc1ccccc1Nc1nc(N)nc(CSC(=S)N2CCN(c3ccccc3)CC2)n1	i	-1	-2	-7	-6	-1	i	2.3	-1	0
O=C(NNC(=O)C1CC1c1ccccc1)c1ccccc1[N+](=O)[O-] (stereo not drawn)	i	-2	2	2	-4	-1	i	-0.9	-16	0
Cc1cc(C)n(/N=C/c2ccc(O)cc2)c(=O)c1C#N	i	1	-5	1	-5	0	i	-1.0	-1	-7
CCN1CCN(c2ccc(S(=O)(=O)N3CCOCC3)cc2NC(=O)c2cc(F)c(F)c(F)c2F)CC1	i	-3	-3	3	nt	-1	i	-3.7	-6	-2
COc1ccccc1C(=O)N1CCN(c2cccc(C(F)(F)F)c2)CC1	i	0	3	-1	-8	-1	i	0.0	0	0
COc1ccc(OCCN2C(=O)c3ccccc3C2=O)c([N+](=O)[O-])c1	i	1	3	1	-7	4	i	-2.6	-27	-8
COc1ccc(NC(=O)c2ccccc2NC(=O)c2ccccc2C(=O)O)c(OC)c1	i	0	1	3	-1	0	i	-1.5	-5	0
CC(OCCN1CCCC1)(c1ccc(F)cc1)c1ccc(F)cc1	i	1	9	-1	-8	-1	i	-4.5	2	-8
O=C(O)COCC(=O)Nc1ccc2c(c1)ncn2CCc1ccccc1	i	-2	5	2	-2	2	i	-1.2	-1	-3
COc1ccc(NC(=O)CCCC2CCCCC2)c(OC)c1	i	1	0	1	-5	0	i	1.7	3	-3
Cc1ccccc1OCC(=O)N1CCCc2ccccc21	i	1	-3	3	-7	4	i	-0.6	-1	-6
CCOC(=O)C1=C(COC(=O)c2ccc3ccccc3c2O)NC(=O)NC1C (stereo not drawn)	i	-8	-40	-9	5	2	i	1.0	-13	-8
CN(CC(=O)Nc1cccc(F)c1)C(=O)c1ccccc1OCC(=O)Nc1cccc(C(F)(F)F)c1	i	-1	-5	1	-4	0	i	2.2	4	-9
CC(C)OCCCNC(=O)C(=O)NCCCOC(C)C	i	-13	1	2	2	3	i	-1.9	1	0
COC(=O)[C@H](Cc1ccccc1)NC(=O)N1CC(C)OC(C)C1 (stereo partly drawn)	i	-5	1	0	-12	-3	i	-3.3	-4	1
Cc1cc2ccccc2c(=O)n1CC(=O)Nc1ccc2c(c1)OCO2	i	3	-1	-5	-5	-1	i	-0.8	3	0
O=C(O)/C=C\C(=O)NNC(=O)c1cc(-c2ccccc2)n[nH]1	i	-4	-3	2	32	0	i	-0.5	3	1
COc1ccc(NC(=O)Cc2nnc(SCC(=O)NC3CCCC3)n2C)cc1	i	1	-2	-1	-1	-1	i	-1.5	2	3
Cn1c(Cl)c(C(=O)Nc2ccccc2)c2ccccc21	i	2	4	-3	-8	1	i	0.2	7	-10
COc1cccc(OCc2nc(-c3ccc(Br)o3)no2)c1	i	-3	7	-3	-5	2	i	-0.3	5	-8
Cc1nnc2c(NCCc3ccccc3)nc3ccccc3n12	i	0	-2	-3	0	-4	i	-1.8	-8	-6
CC(=Nc1ccccc1)Nc1ccccc1	i	2	4	-2	3	-3	i	1.3	-5	7
c1ccc(-c2nnc(Cn3c4ccccc4c4nc5ccccc5nc43)o2)cc1	nt	0	1	9	0	2	i	-1.4	0	-4
CC(N)c1csc(Nc2cc(Oc3ccccc3)ncn2)n1 (stereo not drawn)	i	-4	4	-1	nt	1	i	-1.4	-3	-6
Cc1cc(NC(=O)CSc2nc3sc4c(c3c(=O)n2C)CCCC4)no1	i	0	5	56*	3	-1	i	0.5	2	-6
O=C(NC1=NCCS1)c1ccccc1OCc1ccc(F)cc1	i	1	0	0	0	2	i	0.4	0	-8
CCCCCC/C=C/c1ccc(OC)c([C@H]2[C@H]3C=CC[C@@H](C)[C@@H]3C(=O)N2Cc2ccccc2)c1	i	7	-1	15	-2	5	i	2.9	0	5
CCOC(=O)C1=C(C)NC(=S)NC1c1ccc(OCC(=O)N2CCCCC2)cc1 (stereo not drawn)	i	1	4	2	-4	-1	i	0.5	-2	1
O=C(NCCN1C(=O)CSC1=O)c1ccccc1	i	-2	-4	1	0	-1	i	-1.0	-2	0
O=C(Cc1ccccc1)NNc1ccc2ccccc2c1	i	4	-1	-5	-1	0	i	2.4	-8	0
O=C(OCc1nc2ccsc2c(=O)[nH]1)c1cc(Br)c(Br)s1	i	0	7	-1	-5	2	i	0.7	8	3

From PubChem
